Source: PubChem BioAssay (several laboratories)
MCL1-BIM inh = disrupts human MCL1 binding to BIM-BH3 peptide. Q07820. GST-MCL1 / FITC-Bim-BH3 fluorescence polarization. inhibition, % at 10.9 µM. 320,000 tested, 0.68% active;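 active = inhibition above the mean inhibition of all tested compounds plus 3 SD, set per campaign, cut at about 40% in these data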;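 also: 0% = DMSO wells and 100% = unlabeled Bim-BH3 peptide control; higher means more loss of mP so more displacement of Bim peptide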
GLD-1 RNA inh = GLD-1-TGE RNA interaction inhibition (C. elegans); Q17339; purified GLD-1 + fluorescein TGE RNA, fluorescence polarization; inhibition, % at 5.96 µM; 320,000 tested, 0.44% active; AID 2280;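 active = percent inhibition above a per-plate cutoff, the plate mean of test compounds plus 3 SD, cut at about 30% in these data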;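 also: 0% = DMSO wells with GLD-1 and probe and 100% = wells lacking GLD-1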
Target sequence (Q17339 whole entry, looked up): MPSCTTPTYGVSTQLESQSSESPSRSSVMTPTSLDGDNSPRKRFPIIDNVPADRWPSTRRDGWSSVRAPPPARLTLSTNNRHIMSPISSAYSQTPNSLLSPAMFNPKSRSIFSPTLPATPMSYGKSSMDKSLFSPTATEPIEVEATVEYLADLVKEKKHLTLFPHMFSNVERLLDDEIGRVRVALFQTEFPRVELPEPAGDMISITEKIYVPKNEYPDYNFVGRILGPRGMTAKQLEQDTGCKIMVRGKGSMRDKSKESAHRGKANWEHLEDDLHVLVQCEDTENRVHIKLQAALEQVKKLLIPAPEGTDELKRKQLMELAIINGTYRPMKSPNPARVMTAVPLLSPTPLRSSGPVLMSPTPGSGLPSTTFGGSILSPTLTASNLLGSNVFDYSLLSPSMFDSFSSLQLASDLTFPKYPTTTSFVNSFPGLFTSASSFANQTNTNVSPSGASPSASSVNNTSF
MEX-5 binding = C. elegans MEX-5 TCR-2 RNA binding activity; Q9XUB2; MEX-5/FITC-TCR2 RNA binding, fluorescence polarization; hits give low values; activity score (negative = inhibition of binding), % at 10 µM; 300,000 tested, 0.38% active; AID 1832;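 active = inhibition past about -25% in most replicates, and total fluorescence under double the plate's negative control median, limit read from the data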;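 also: 0% = DMSO and -100% = 5 µM competing unlabeled TCR2 RNA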
Target sequence (Q9XUB2 whole entry, looked up): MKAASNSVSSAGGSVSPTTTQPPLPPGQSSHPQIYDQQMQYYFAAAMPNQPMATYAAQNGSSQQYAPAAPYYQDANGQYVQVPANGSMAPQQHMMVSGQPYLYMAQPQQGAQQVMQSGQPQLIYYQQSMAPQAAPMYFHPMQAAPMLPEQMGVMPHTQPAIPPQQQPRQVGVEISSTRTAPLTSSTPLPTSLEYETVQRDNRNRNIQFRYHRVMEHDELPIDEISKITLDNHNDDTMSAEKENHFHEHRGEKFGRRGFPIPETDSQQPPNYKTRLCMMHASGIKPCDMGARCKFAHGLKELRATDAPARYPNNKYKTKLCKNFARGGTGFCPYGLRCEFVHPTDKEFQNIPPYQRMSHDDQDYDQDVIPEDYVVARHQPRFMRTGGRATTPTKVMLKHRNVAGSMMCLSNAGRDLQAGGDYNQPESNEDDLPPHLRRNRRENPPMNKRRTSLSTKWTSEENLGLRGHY
ZTA DNA inh = blocks Epstein-Barr virus ZTA, an EBNA-1 counter-screen | AID 2234 | ZTA-DNA binding, fluorescence polarization | inhibition, % at 11 µM | 320,000 tested, 0.15% active; in the data active = inhibition above about 33%
Yeast superoxide = yeast age-related superoxide inhibition as caloric restriction mimetic. S. cerevisiae aged cells, superoxide DHE fluorescence; hits give low values. superoxide response (% of plate mean), % at 10 µM. 330,000 tested, 0.18% active. AID 2690;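 active = superoxide response under a set limit, about three screen SD below normal, cut at about 65% in these data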;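 also: yeast aged for seven days with compound at 30 °C before DHE staining; 100% = average MFI of all compound-treated wells on the plate with controls excluded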
Fam108B inh = blocks mouse Fam108B hydrolase in RBBP9 counter-screen | recombinant Fam108B, FP-Rh probe fluorescence polarization | inhibition, % at 9.51 µM | 300,000 tested, 0.33% active | AID 1947;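 active = inhibition above the screen mean inhibition plus 3 SD, computed separately per campaign, cut at about 18% in these data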;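 also: inhibitors lower polarization as less probe binds the enzyme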
Bcl-xL primary = blocks human Bcl-xL binding to Bim BH3 peptide; Q07817; GST-Bcl-xL / FITC-Bim BH3 peptide fluorescence polarization; inhibition, % at 10.9 µM; 320,000 tested, 0.7% active; AID 2129;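 active = inhibition above the mean of all tested compounds plus 3 SD, cutoff set per campaign, cut at about 30% in these data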;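 also: 0% = DMSO wells and 100% = unlabeled Bim-BH3 peptide competitor; inhibitors lower millipolarization by displacing the labeled peptide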
Efflux pump mplx = antifungal efflux pump inhibition, Nile Red retention; inhibition, % at 10 µM; AID 485275; S. cerevisiae Candida pump triplex; 330,000 tested, 0.44% active;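 active = plate passing quality check with inhibition over a set limit, or well fluorescence over plate mean plus 4 SD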;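 also: Nile Red retained in pooled yeast measured as flow cytometry median fluorescence; 0% = buffer negative control and 100% = Enniatin B positive control; higher means more Nile Red kept so more efflux inhibition; some compounds called inactive have numbers as strong as hits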
EBNA-1 inhibitor = blocks EBNA-1 binding to DNA; EBNA-1 DNA binding, fluorescence polarization; inhibition, % at 14.8 µM; 300,000 tested, 0.34% active; in the data active = inhibition above about 28%
The depositor's hits bear a star; . = not tested or not shown; & = joins results of further samples.

The line under a structure holds: MCL1-BIM inh, GLD-1 RNA inh, MEX-5 binding, ZTA DNA inh, Yeast superoxide, Fam108B inh, Bcl-xL primary, Efflux pump mplx, EBNA-1 inhibitor
- CCN(CC)S(=O)(=O)c1ccc(NC(=O)CC(NC(C)=O)c2ccccc2)cc1 (stereo not given)
    -3.3, -1.6, 0.3, -5.5, 102.0, 0.6, 4.7, 0.1, 12.9
- CCc1cc(=O)oc2cc(C)cc(OCC(=O)NCCN3CCOCC3)c12
    2.9, -0.8, -2.8, 3.2, 112.7, -0.7, 0.0, 0.0, -8.2
- c1ccc(Cn2ncc3c(Nc4ccccc4)ncnc32)cc1
    -1.3, -2.5, 0.5, 19.2, 96.9, 0.9, 1.8, -0.1, 11.3
- Cn1c(C(=O)N[C@@H](Cc2ccccc2)C(=O)O)cc2cc(F)ccc21
    4.5, 3.5, 2.9, 15.9, 99.0, -10.1, 1.8, -0.1, 2.5
- COc1ccc(/C=C/C(=O)N2CCN(S(=O)(=O)c3ccccc3)CC2)cc1OC
    -4.8, 3.9, 2.4, -11.8, 98.2, 2.5, 3.1, -0.1, 6.9
- CC(=O)c1cccc(-n2nnnc2SCC(=O)N2CCCC2)c1
    3.0, 2.7, 0.4, -13.2, 100.3, -1.6, 6.5, 0.0, 1.1
- O=C1CN(C(=O)c2ccc(F)c(S(=O)(=O)N3CCOCC3)c2)c2ccccc2N1
    9.9, 0.7, 2.3, 2.5, 105.3, -0.3, 2.7, 0.1, -1.2
- COc1cc(C(N)=O)cc(Br)c1OCc1ccccc1
    1.4, -1.3, 1.4, 5.3, 97.3, -8.4, 2.5, 0.2, -0.8
- CCNc1ccc(S(=O)(=O)N(C)C)cc1NCC(=O)Nc1ccc(Br)cc1F
    0.6, -0.8, 2.4, -5.3, 111.5, -1.2, 0.8, 0.4, -4.3
- O=C1CN(S(=O)(=O)c2ccc(Cl)cc2)c2ccccc2N1
    3.4, 1.5, -2.7, 8.9, 93.2, -1.3, 2.9, 0.0, -5.2
- CC(O)CNc1ncnc2cc(-c3ccc(F)cc3)sc12 (stereo not given)
    4.8, -17.0, 1.6, 7.8, 75.7, -4.3, 4.3, -0.1, 3.0
- CCOC(=O)CNC(=O)N1CCCC(C(=O)c2ccc3c(c2)OCO3)C1 (stereo not given)
    10.8, -2.9, -1.1, -10.5, 81.5, 3.5, 3.3, 0.0, -8.9
- C=COCCNC(=S)N1CCOCCOCCN(C(=S)NCCOC=C)CCOCC1
    8.1, 2.6, 2.3, -11.9, 109.9, -0.6, 3.6, -0.1, -5.5
- O=C(O)c1ccc(-n2nc(C(F)(F)F)c3c2CCCC3)cc1
    0.8&3.5, 5.0&-1.7, -0.7&0.1, -0.7&-12.3, 120.5&111.4, -5.0&-0.1, 1.3&3.6, 0.2&-0.1, -5.8&-17.9
- Nc1nonc1-n1nnc(C(=O)N/N=C/c2ccc(OCc3cccc(Cl)c3)cc2)c1CN1CCCCC1
    -3.2, -4.2, -1.0, 6.4, 74.5, -5.5, 4.5, 0.1, -0.1
- COc1ccc(OCC(=O)Nn2c(-c3ccc(C)cc3)nc3ccccc3c2=O)cc1
    6.5, 0.3, 2.0, 4.8, 98.1, 7.4, 3.6, 0.0, 5.3
- Fc1ccccc1-c1nc(-c2ccc(Cl)cc2)no1
    4.5, -6.5, -0.6, 18.1, 99.4, -0.1, 3.2, 0.0, 9.7
- Cc1ccc(S(=O)(=O)N(C)CC(=O)NC2CC(C)(C)NC(C)(C)C2)cc1
    6.3, -4.5, -2.1, -2.7, 79.1, -0.5, 0.2, 0.0, 1.1
- CCCC(C)C(=O)Nc1ccc2c(c1)OCCO2 (stereo not given)
    -4.8, 0.0, -0.9, 6.2, 100.8, 3.5, -0.7, 0.1, 1.0
- C/C(Cc1ccccc1)=N\NC(=O)CNC(=O)c1cccc(Cl)c1
    6.8, -0.6, 0.6, 5.5, 120.1, -1.6, 4.0, 0.3, -5.6
- O=c1c2ccccc2oc2nc(-c3ccco3)n(-c3ccccc3)c(=O)c12
    -3.3, -0.3, 0.6, 5.0, 103.5, -1.0, 0.1, 0.0, -1.2
- CCN1C(=O)c2ccccc2S(=O)(=O)c2ccc(C(=O)NCCOC)cc21
    -7.0, -2.0, -2.3, 5.8, 112.2, -5.3, -3.0, 0.5, -14.4
- O=C(NCC1CCN(C(=O)c2cccc([N+](=O)[O-])c2)CC1)c1cccc([N+](=O)[O-])c1
    2.8, 9.6, -0.6, 10.2, 110.9, 0.2, 0.2, 0.0, -5.3
- CCC(CC)NC(=O)COC(=O)c1ccc(NS(=O)(=O)c2ccc3c(c2)OCCO3)cc1
    -5.3, -1.6, 1.3, -5.4, 97.4, -0.5, -2.8, 0.2, -16.2
- Cc1ccc2nc(SCC(=O)NCc3ccc(F)cc3)[nH]c2c1
    -2.2, 3.2, 0.9, -19.8, 88.2, -5.5, 1.0, 0.2, -7.2
- COc1ccc(/C=N/NC(=S)NCc2ccccc2)cc1OC
    8.2, 2.9, 0.5, 7.5, 95.3, -1.0, 7.8, -0.5, 4.8
- O=C(O)CCc1nn2c3ccccc3nc2n(Cc2ccccc2)c1=O
    -1.2, 2.6, 0.9, 6.0, 101.8, -1.9, -1.2, 0.0, -9.2
- COCCCNc1c2c3c(cccc3[nH]c1=O)C(=O)c1ccccc1-2
    124.2*, 74.8*, ., -7.6, 97.0, 106.2*, 116.9*, -0.1, -7.3
- CS(=O)(=O)N(CC(=O)Nc1ccc2c(c1)OCO2)c1ccc2c(c1)OCO2
    9.0, 4.2, -0.2, 11.8, 123.3, -1.7, 6.3, -0.6, -2.6
- Cn1c(CN2CCN(S(C)(=O)=O)CC2)nc2cc([N+](=O)[O-])ccc21
    1.8, 7.7, 1.6, -4.0, 88.8, 0.3, 2.7, 0.0, 8.5
- Cc1noc(NS(=O)(=O)c2ccc(N/C=C\C(=O)c3ccncc3)cc2)c1C
    -0.2, 3.4, -0.4, 12.7, 84.8, 0.1, 10.6, 0.1, 6.0
- O=C(NCc1cccc(Cl)c1)NC(=O)c1csc([N+](=O)[O-])c1
    0.8, -0.9, 1.9, 9.8, 95.4, 1.5, -0.9, 0.9*, -1.9
- Cc1ccc(-n2ncc3c(=O)n(CC(=O)N4CCN(c5ccccc5F)CC4)cnc32)cc1C
    8.6, 1.9, 2.2, -2.3, 104.8, -2.0, 5.3, 0.0, 1.1
- Fc1ccc(NC(=S)Nc2cccnc2)c(F)c1F
    1.0, 4.6, -1.2, 11.2, 107.5, -0.7, 2.2, 0.0, 1.3
- Cn1c(C(=O)N2CCOCC2)cnc1Sc1ncc(C(F)(F)F)cc1Cl
    4.5, 1.5, -1.7, -9.7, 105.9, 0.9, 10.2, -0.2, 0.3
- CC(C)=CCC/C(C)=C/CC/C(C)=C/CC/C(C)=C/CC1=C(C)C(=O)c2ccccc2C1=O
    2.4, 2.4, 1.1, -2.8, 111.6, 1.3, 6.2, 0.1, 4.3
- COc1cccc(CN2CCCC(CNC(=O)c3ccc(F)cc3)C2)c1OC (stereo not given)
    11.7, -5.3, 0.4, -16.9, 110.1, -6.1, 7.0, 0.1, -4.8
- COc1ccc(NC(=O)c2ccc(NC(=O)CSc3nccc(=O)[nH]3)cc2)cc1
    6.6, 0.2, -0.5, -3.7, 100.3, 0.9, 4.6, -0.1, 5.0
- CC1(C)CC(CC(=O)O)(c2ccc(Cl)cc2)CCO1 (stereo not given)
    0.0, 1.4, 2.9, -3.3, 100.1, -3.7, -2.2, 0.1, -8.8
- CC(C)(C)C(=O)Nc1ccc(-c2cc3cc(Cl)ccc3o2)cc1
    10.0, 7.1, 2.5, 16.1, 114.4, 2.8, 5.5, 0.0, 0.9
- COC(=O)c1[nH]c(C)c(/C(O)=C2\C(=O)C(=O)N(CCN3CCOCC3)C2c2ccco2)c1C (stereo not given)
    2.8, 1.9, -0.5, 1.8, 92.8, 4.4, 3.2, 0.0, -3.8
- CCOc1ccc(CNC(=O)CCc2cn(C)c3ccccc23)cc1OC
    -0.1, -5.2, 0.3, -9.2, 112.3, -1.3, -0.4, 0.2, -11.0
- CN(C)S(=O)(=O)c1ccc(Cl)c(NC(=O)CSc2nc3ccccc3c(=O)n2CCCN2CCOCC2)c1
    0.2, -2.1, 1.4, -5.9, 109.8, 4.2, 3.5, 0.2, -14.3
- Cn1c(NCCCN2CCOCC2)nc2c1c(=O)n(Cc1ccc(Cl)cc1)c(=O)n2C
    8.3, 2.5, -1.0, -8.4, 99.8, -2.3, 5.6, -0.1, 11.1
- O=C1OC(N2C(=O)CC[C@H]2C(=O)Nc2cccc(F)c2)c2ccccc21 (stereo not given in full)
    5.6, -5.2, -0.4, -5.8, 84.2, -2.1, 6.3, -0.1, -1.9
- CS(=O)(=O)c1ccc2nc(NC3(C(F)(F)F)N=C4SCCN4C3=O)sc2c1 (stereo not given)
    4.6, 6.4, -1.9, -0.4, 91.8, 4.5, 9.4, 0.0, 1.1
- COc1ccc(C(=O)N2CCN(S(=O)(=O)c3ccc(C)cc3C)CC2)cc1OC
    5.1, 4.8, -1.4, 2.3, 83.6, 0.1, 2.4, 0.0, 3.6

Entries from the list above containing an aryl methoxy group, in the order listed:
The line under a structure holds: MCL1-BIM inh, GLD-1 RNA inh, MEX-5 binding, ZTA DNA inh, Yeast superoxide, Fam108B inh, Bcl-xL primary, Efflux pump mplx, EBNA-1 inhibitor
- COc1ccc(/C=C/C(=O)N2CCN(S(=O)(=O)c3ccccc3)CC2)cc1OC
    -4.8, 3.9, 2.4, -11.8, 98.2, 2.5, 3.1, -0.1, 6.9
- COc1cc(C(N)=O)cc(Br)c1OCc1ccccc1
    1.4, -1.3, 1.4, 5.3, 97.3, -8.4, 2.5, 0.2, -0.8
- COc1ccc(OCC(=O)Nn2c(-c3ccc(C)cc3)nc3ccccc3c2=O)cc1
    6.5, 0.3, 2.0, 4.8, 98.1, 7.4, 3.6, 0.0, 5.3
- COc1ccc(/C=N/NC(=S)NCc2ccccc2)cc1OC
    8.2, 2.9, 0.5, 7.5, 95.3, -1.0, 7.8, -0.5, 4.8
- COc1cccc(CN2CCCC(CNC(=O)c3ccc(F)cc3)C2)c1OC (stereo not given)
    11.7, -5.3, 0.4, -16.9, 110.1, -6.1, 7.0, 0.1, -4.8
- COc1ccc(NC(=O)c2ccc(NC(=O)CSc3nccc(=O)[nH]3)cc2)cc1
    6.6, 0.2, -0.5, -3.7, 100.3, 0.9, 4.6, -0.1, 5.0
- CCOc1ccc(CNC(=O)CCc2cn(C)c3ccccc23)cc1OC
    -0.1, -5.2, 0.3, -9.2, 112.3, -1.3, -0.4, 0.2, -11.0
- COc1ccc(C(=O)N2CCN(S(=O)(=O)c3ccc(C)cc3C)CC2)cc1OC
    5.1, 4.8, -1.4, 2.3, 83.6, 0.1, 2.4, 0.0, 3.6

Full records as entered above. Screens in order: MCL1-BIM inh, GLD-1 RNA inh, MEX-5 binding, ZTA DNA inh, Yeast superoxide, Fam108B inh, Bcl-xL primary, Efflux pump mplx, EBNA-1 inhibitor
Shown for O=C1CN(C(=O)c2ccc(F)c(S(=O)(=O)N3CCOCC3)c2)c2ccccc2N1 → 9.9, 0.7, 2.3, 2.5, 105.3, -0.3, 2.7, 0.1, -1.2
Shown for Cc1ccc(S(=O)(=O)N(C)CC(=O)NC2CC(C)(C)NC(C)(C)C2)cc1 → 6.3, -4.5, -2.1, -2.7, 79.1, -0.5, 0.2, 0.0, 1.1
Shown for CCOC(=O)CNC(=O)N1CCCC(C(=O)c2ccc3c(c2)OCO3)C1 (stereo not given) → 10.8, -2.9, -1.1, -10.5, 81.5, 3.5, 3.3, 0.0, -8.9
